IL2 activator: IL-2 activation; activation, % (series mostly up to about 46 µM); IL-2 activation reporter assay, cell-based qHTS; stimulated with anti-CD3/CD4/CD28 beads; in transgenic mouse T cells; 0.065% of 360,000 active; in the data active means activation above about 50%; inconclusive means mostly about 30% to 49%; further: 0% is about no effect
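Unstimulated transgenic mouse T cells preincubated 60 min with compound, then stimulated with anti-CD3/anti-CD4-coated beads plus anti-CD28 for 18 h at 37 degrees C. IL-2 response read as EGFP and DsRed fluorescence by plate cytometry.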
A549 tox: A549 cytotoxicity, counter-screen for Nrf2 inhibitors; Potency, µM (top dose mostly 46 µM), for the others: at the highest dose activity change, negative = cytotoxicity, hits mostly inhibitors; AID 504648; 0.16% of 390,000 active; A549 ARE-Fluc cells, CellTiter-Fluor viability, 18-24 h; further: potency means the concentration at half of the fitted maximal effect; on the % scale 0 is the no-effect control and ±100 the full control effect
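A549 ARE_Fluc cells in 5% FBS OPTI-MEM were exposed to compounds in concentration-response for 18-24 h at 37 deg C. Viability was read by CellTiter-Fluor fluorescence (Ex 405/Em 525) after 30 min, before the luciferase read.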
TGFb SMAD3 inh: inhibitors of TGF-b signaling. AID 588855. Potency, µM (highest dose often 46.1 µM), without a hit: at the top dose activity, negative = inhibition, actives largely listed as inhibitors. 1.2% of 410,000 active. HepG2 CAGA-GFP TGF-b/SMAD3 reporter, GFP fluorescence, 18 h; TGF-beta stimulated, 500 pg/mL final; further: potency means the concentration at half of the fitted maximal effect; on the % scale 0 is the no-effect control and ±100 the full control effect; nearly all actives have a fitted effect of over 65% in size
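Cell-based qHTS in HEPG2 carrying a CAGA-GFP Smad reporter; compounds added before 500 pg/mL final TGF-beta, 18 h incubation at 37 degrees C, GFP fluorescence quantified per cell by imaging cytometry.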
Nrf2 activator: Nrf2 pathway activation; 0.31% of 410,000 active; AID 624171; AREc32 ARE-luciferase reporter (MCF7-derived line), luminescence, 24 h; Potency, µM (doses to about 46.1 µM), for the others: top-dose activation, usual class: activators; further: potency means the concentration at half of the fitted maximal effect; % of control where 0% means no effect; nearly all actives have a fitted effect of over 65% in size
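Luminescent ARE reporter assay in AREc32_Fluc cells: overnight plating at 37 deg C, 24 hr compound incubation, Steady-Glo added, 30 min RT before reading.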
Nrf2 inh: blocks Nrf2 signaling; A549 ARE-Fluc reporter, luciferase luminescence, 18-24 h; Potency, µM (top dose mostly 46 µM), for inactives: at the top dose activity change, negative = inhibition, usual class: inhibitors; 2.1% of 360,000 active; AID 504444; further: potency means the concentration at half of the fitted maximal effect; on the % scale 0 is the no-effect control and ±100 the full control effect; nearly all actives have a fitted effect of over 60% in size
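Two sequential reads on A549 ARE_Fluc cells exposed to compound for 18-24 h: a CellTiter-Fluor fluorescence read for viability, then a luciferase luminescence read for Nrf2/ARE activity.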
HepG2 viability: kills HepG2 cells in TGF-b inhibitor counter-screen | HepG2 CAGA-GFP viability, ATP luminescence, 18 h | Potency, µM (doses to about 46.1 µM), without a hit: top-dose activity change, negative = cytotoxicity, actives largely listed as cytotoxic | 0.76% of 410,000 active; further: potency means the concentration at half of the fitted maximal effect; some results filed as inactive show a strong effect at the top dose
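CellTiter-Glo luminescence gave cytotoxicity after 18 hours at 37 degrees C. The cells were HepG2 CAGA-GFP in 1% FBS DMEM, stimulated with 500 pg/mL TGF-beta after compound addition. %Activity was normalised to no-cell wells (complete cell-killing) and DMSO (no toxicity), and curves were fitted and classified.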
ATXN viability: cell viability loss in ATXN counter-screen. AID 651635. 0.49% of 400,000 active. Potency, µM (top dose mostly 56.7 µM), most hits filed as cytotoxic. S2 cells (HEK-293 line with an ATXN2-luciferase reporter) viability, CellTiter-Fluor protease fluorescence, 24 h; further: potency means the concentration at half of the fitted maximal effect; nearly all actives have a fitted effect of over 40% in size
EPAC2 ag: agonists of human EPAC2 (RAPGEF4); Q8WZA2; EPAC2 activation, biochemical qHTS; response scale: 100% = 6.5 mM cAMP response; Potency, µM (doses to about 154 µM), inactives show top-dose activation, actives largely listed as activators; 0.079% of 360,000 active; AID 720711; further: potency means the concentration at half of the fitted maximal effect; nearly all actives have a fitted effect of over 50% in size
Target sequence (Q8WZA2 whole entry, looked up): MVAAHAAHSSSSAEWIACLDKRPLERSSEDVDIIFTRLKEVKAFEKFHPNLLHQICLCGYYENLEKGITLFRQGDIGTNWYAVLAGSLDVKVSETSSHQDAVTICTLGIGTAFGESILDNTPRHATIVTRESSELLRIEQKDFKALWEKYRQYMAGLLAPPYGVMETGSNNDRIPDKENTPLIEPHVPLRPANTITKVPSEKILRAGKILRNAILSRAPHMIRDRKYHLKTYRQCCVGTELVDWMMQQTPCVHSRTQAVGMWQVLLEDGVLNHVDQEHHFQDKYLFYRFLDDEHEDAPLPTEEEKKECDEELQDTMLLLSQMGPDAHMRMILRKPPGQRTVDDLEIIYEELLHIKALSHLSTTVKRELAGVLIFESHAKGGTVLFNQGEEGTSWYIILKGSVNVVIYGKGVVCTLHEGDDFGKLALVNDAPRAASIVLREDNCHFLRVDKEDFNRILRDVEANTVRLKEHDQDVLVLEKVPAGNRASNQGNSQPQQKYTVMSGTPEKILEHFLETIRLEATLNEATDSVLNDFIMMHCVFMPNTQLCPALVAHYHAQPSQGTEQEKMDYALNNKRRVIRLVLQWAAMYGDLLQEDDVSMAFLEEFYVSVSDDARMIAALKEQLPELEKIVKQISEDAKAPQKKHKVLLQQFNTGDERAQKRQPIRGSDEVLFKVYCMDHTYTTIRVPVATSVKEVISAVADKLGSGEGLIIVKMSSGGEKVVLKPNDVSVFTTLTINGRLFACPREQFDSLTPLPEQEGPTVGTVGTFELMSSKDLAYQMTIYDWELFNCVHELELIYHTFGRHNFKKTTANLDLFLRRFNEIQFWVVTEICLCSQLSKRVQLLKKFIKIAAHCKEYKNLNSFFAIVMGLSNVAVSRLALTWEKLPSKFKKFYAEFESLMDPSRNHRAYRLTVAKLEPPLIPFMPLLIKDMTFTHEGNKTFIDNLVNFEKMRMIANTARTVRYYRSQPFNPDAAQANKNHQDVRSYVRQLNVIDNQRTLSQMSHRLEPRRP
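Setup: EPAC2 100 nM, labeled Rap1B complex 250 nM, free GDP 50 uM. Compound titrations pinned in, brief spin, 5 min room temperature incubation. Kinetic fluorescence read over 30 min, normalized to 6.5 mM cAMP.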
ATXN2 expr inh: ATXN2 expression inhibition | HEK-293 ATXN2-luciferase reporter, luminescence, 24 h | 0.72% of 360,000 active | Potency, µM (top dose mostly 57 µM), inactives show top-dose activity change, negative = inhibition, most hits filed as inhibitors | AID 1745845; further: potency means the concentration at half of the fitted maximal effect; on the % scale 0 is the no-effect control and ±100 the full control effect; nearly all actives have a fitted effect of over 55% in size
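ATXN2-luciferase reporter cells (luciferase flanked by upstream and downstream ATXN2 gene portions) were treated 24 h at 37 °C with compounds at up to 57 uM. SteadyGlo luminescence gave expression; GF-AFC fluorescence gave viability.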
The depositor's hits bear a star; i = inactive; ? = inconclusive; nt = not tested or not shown; & = joins results of further samples; [ ] = remark or other dose. Unless noted, the call rests on the fitted dose curve; in most records, active means well fitted curve in the direction sought with a large enough effect; inconclusive means small, poorly fitted or top-dose-only effect, or another doubt; inactive means no such curve, though single readings can be large; an effect the other way counts as inactive or inconclusive. Random draw from the library; about 4.3% have a hit in one of these screens.

SMILES | IL2 activator | A549 tox | TGFb SMAD3 inh | Nrf2 activator | Nrf2 inh | HepG2 viability | ATXN viability | EPAC2 ag | ATXN2 expr inh
COc1ccc(NS(=O)(=O)c2ccc(C(=O)N3CCN(c4ccc(F)cc4)CC3)cc2)cc1 | -0.8 | -19% | ? | -1.0% | ? | -5% | i | -2% | ?
CCC(=O)N1CCc2cc(Br)cc(S(=O)(=O)N3CCCC(C(=O)Nc4ccc(OC)cc4OC)C3)c21 (centres undefined) | nt | -1% | -11% | 0.3% | 3% | -6% | i | nt | -8%
O=C(C1COc2ccccc2O1)N1CCN(c2nc3c(F)cc(F)cc3s2)CC1 (centres undefined) | -0.7 | -2% | ? | 4.8% | ? | 0% | i | 6% | 25%
COc1cc(NC(=O)C2CCN(S(=O)(=O)c3ccc4[nH]c(=O)oc4c3)CC2)cc(OC)c1 | -3.7 | 16% | ? | -0.5% | ? | -39% | i | 11% | -1%
Cc1cccc(-c2nc(CSCC(=O)N3CCN(Cc4ccc5c(c4)OCO5)CC3)c(C)o2)c1 | -0.3 | 2% | ? | 0.0% | 21µM* | -11% | ? | 10% | -14%
CCOC(=O)c1c(C)[nH]c(C=Nc2ccc(OC)cc2)c1O | 1.4 | ? | 0% | 3.1% | nt | 9% | i | 10% | 23%
C[C@]12C[C@H](O)[C@@H]3c4ccc(O)cc4CCC3[C@@H]1CCC2=O (some centres undefined) | -2.5 | -2% | 0% | -0.1% | 1% | -1% | i | 4% | -7%
CCOC(=O)C1CCCN(S(=O)(=O)c2ccccc2)C1 (centres undefined) | -0.5 | 10% | -1% | -0.3% | 4% | 2% | i | 8% | 13%
CCOc1ccc(C(=O)Nc2ccc(-c3cc4ccccc4oc3=O)cc2)cc1Br | nt | -3% | -10% | -0.6% | 12% | -22% | i | nt | 10%
CC[N+](C)(C)Cc1ccccc1Br | -0.1 | 0% | 0% | -1.1% | -13% | -5% | i | 7% | 6%
CN(Cc1ccco1)Cc1ccc(O)c2ncccc12 | -0.5 | 0% | ? | 12% | -8% | -17% | i | 8% | -8%
COc1ccc(S(=O)(=O)N2CCC(C(=O)NCCN3CCOCC3)CC2)cc1OC | -2.5 | 6% | -11% | -0.4% | 2% | -25% | i | 5% | -15%
COc1cc(-c2cc(N3C(=O)Nc4ccccc4N3O)n[nH]2)cc(OC)c1OC | -2.8 | 10% | -4% | 0.3% | 0% | -9% | i | 10% | -6%
COC(=O)Nc1ccc(S(=O)(=O)NNC(=O)c2c(O)c3ccccc3[nH]c2=O)cc1 | -0.1 | 0% | -2% | 0.3% | -1% | -7% | ? | 7% | ?
CN(CC(=O)NCc1cccc(F)c1)C(=O)c1ccco1 | 1.4 | 8% | -14% | -0.1% | 6% | 0% | i | -9% | 6%
CC(C)CC1NC(=O)N(CC(=O)Nc2ccc(OCc3ccccc3)cc2)C1=O (centres undefined) | -1.4 | -10% | 1% | -0.3% | 5% | -4% | i | -10% | 5%
CN(C)CCN(Cc1ccccc1)c1ccccn1 | 0.1 | 2% | -5% | 0.5% | 3% | -12% | i | 6% | -22%&-4%
Cc1cc(=O)[nH]c(N/N=C/C=C/c2ccccc2)n1 | -0.5 | -1% | 6% | 0.4% | 13% | -9% | i | 1% | 13%
CCOC(=O)C1CCCN(C(=O)c2ccc(-c3ccc([N+](=O)[O-])cc3)o2)C1 (centres undefined) | -4.9 | -14% | ? | 2.7% | 26% | -15% | i | 12% | 6%
O=C(OC[C@@H]1CCCN2CCCC[C@H]12)c1cc2ccccc2oc1=O | 0.7 | -4% | 6% | 0.6% | -18% | 0% | i | 3% | -1%
Cc1cccc(N(CC(=O)NCc2ccco2)C(=O)CCC(=O)Nc2nccs2)c1 | 0.9 | -7% | -1% | 1.9% | -2% | 1% | i | -6% | -12%
COCCSc1nnc(NS(=O)(=O)Cc2ccccc2)s1 | -1.4 | 1% | 1% | -0.6% | 13% | 17% | i | 6% | 0%
O=C(NCC(c1cccs1)S(=O)(=O)c1cccs1)c1ccc(F)c(F)c1 (centres undefined) | nt | 0% | -27% | 3.8% | nt | 0% | ? | nt | -12%
CCc1ccc(OCC(O)CN2CCN(CCO)CC2)cc1 (centres undefined) | 0.0 | 2% | 29% | -0.4% | -18% | -4% | i | 7% | -8%
O=C(Nc1ccc(F)cc1)c1cc(S(=O)(=O)N2CCCCC2)ccc1F | 0.6 | 0% | -27% | 0.4% | -3% | -8% | i | 16% | nt
NS(=O)(=O)c1cccc(NC(=O)c2ccc3nc[nH]c3c2)c1 | -4.8 | -2% | 1% | 0.2% | 10% | -8% | i | -8% | 8%
CCc1ccccc1NC(=O)CSc1nccn1C | nt | 2% | -3% | -0.7% | 15% | 3% | i | nt | 0%
CCCN1CCN(c2nnc(-n3cccc3C(=O)Nc3ccccc3C(F)(F)F)s2)CC1 | nt | 0% | ? | 6.5% | ? | -33% | nt | nt | nt
CCc1nnc(NC(=O)C(CC)c2ccccc2)s1 (centres undefined) | -5.3 | 3% | -1% | -1.4% | -2% | -3% | i | 19% | 25%
CCOC(=O)c1ccc(NC(=O)CN2CCc3ccccc3C2)cc1 | -0.7 | -1% | 0% | -0.4% | 3% | 0% | i | 21% | -1%
COc1ccc(NCc2nnc(SCC(=O)Nc3ccccc3)n2C)cc1 | 2.2 | 0% | -2% | -0.7% | 1% | 5% | i | 2% | nt
CCOC(=O)c1cc(NC(=O)N(C(C)C)C(C)C)c(C)nc1C | -0.4 | nt | -5% | 0.0% | 11% | -8% | i | 10% | 5%

Taken from above:
COc1ccc(NCc2nnc(SCC(=O)Nc3ccccc3)n2C)cc1 in HepG2 viability = 5%
CCOC(=O)c1cc(NC(=O)N(C(C)C)C(C)C)c(C)nc1C in Nrf2 inh = 11%

Next results follow.
SMILES | IL2 activator | A549 tox | TGFb SMAD3 inh | Nrf2 activator | Nrf2 inh | HepG2 viability | ATXN viability | EPAC2 ag | ATXN2 expr inh
Cn1c(=O)c(=O)n(C)c2cc(S(=O)(=O)CCC(=O)NCc3ccccc3)ccc21 | -3.2 | 3% | 2% | -0.3% | 0% | -2% | nt | -6% | -17%
COc1ccc2nc(N(Cc3ccccc3)C(=O)CCNC(C)=O)sc2c1 | -2.7 | -1% | ? | 3.0% | 8% | -18% | i | 0% | 33%
O=C(O)CCCNCc1ccccc1F | 1.1 | -5% | 0% | 0.1% | 6% | -12% | i | 10% | 2%
Cc1cccc2c1-c1sc(C(=O)Nc3ccc(F)cc3F)cc1CO2 | nt | 0% | 1% | 7.8% | 8% | -28% | ? | nt | -3%
Cc1nn(-c2ccc(F)cc2)c(-n2cccc2)c1C(=O)N1CCN(c2ccccc2)CC1 | nt | -2% | -2% | -0.7% | ? | -18% | i | nt | -13%
COc1ccc(/C=C2\NC(=O)C(C=NCc3ccccc3)=C2O)cc1 | -0.1 | -9% | 5% | 6.5% | 25% | -7% | i | 10% | -5%
COc1ccc(C)cc1NC(=O)CCc1ccc(S(=O)(=O)N2CCOCC2)cc1 | 0.3 | -1% | -1% | -0.4% | -16% | -5% | i | 7% | nt
CSc1oc(-c2ccco2)nc1S(=O)(=O)c1ccc(Br)cc1 | -4.3 | 11% | -4% | -1.0% | 0% | -26% | i | 13% | -17%
CC1(C)Cc2ccccc2-c2nnc(SCC(=O)N3CCN(c4ccccc4)CC3)n21 | -2.5 | -12% | ? | -0.7% | nt | -11% | i | 5% | ?
O=C(NCc1ccccn1)c1ccco1 | -1.8 | -1% | -2% | -0.1% | ? | 13% | i | 1% | -27%[11.3 µM]
COCCNC(=S)Nc1ccc(S(=O)(=O)Nc2cnc3ccccc3n2)cc1 | -0.9 | 0% | 1% | 0.1% | -17% | 0% | i | 4% | nt
CC1CCN(c2nc3ccc(C(=O)N4CCN(Cc5ccccc5)CC4)cc3s2)CC1 | -3.6 | -5% | ? | -0.9% | 9% | -39% | ? | 15% | 0%
COc1ccc(C(C)=O)cc1CSc1nnc2c(Cl)cc(Cl)cn12 | -1.8 | -15% | 0% | 2.7% | 11% | 8% | i | 4% | 8%
CS(=O)(=O)c1ccc2nc(NC(=O)c3cccc(Cl)c3)sc2c1 | -2.6 | 2% | -24% | 5.8% | 18% | -19% | i | 5% | -3%
Brc1ccccc1OCCCOc1cccc2cccnc12 | -0.6 | 21% | -9% | 6.4% | ? | -20% | i | 9% | nt
CCOC(=O)[C@]12CCC=C1N(Cc1ccc3c(c1)OCO3)C(=O)[C@H](CC(=O)N1CCCCC1)C2 | 0.6 | nt | nt | -0.2% | nt | nt | i | 7% | -1%
COc1ccc(/C=C/C(=O)OCCNC(=O)c2ccncc2)cc1OC | -0.2 | 1% | 6% | 0.8% | -10% | -22% | i | -10% | -3%
C=CCc1ccccc1OCC(O)Cn1ccnc1C (centres undefined) | -1.2 | -1% | -29% | 0.0% | ? | -6% | i | 1% | -5%
Nc1c(C(=O)Nc2ccccc2Cl)nnn1Cc1cccc(Cl)c1 | nt | -14% | -3% | -0.3% | ? | -18% | ? | nt | ?
Cc1noc(C)c1S(=O)(=O)N1CCC(C(=O)N(C)Cc2ccccc2)CC1 | -0.6 | -2% | 15% | -0.1% | -2% | 8% | i | 3% | -8%
Cc1ccc(S(=O)(=O)N2CCC(C(=O)OCc3ccc([N+](=O)[O-])cc3)CC2)cc1 | 2.1 | 8% | -5% | -1.0% | 1% | -6% | i | -1% | 6%
CCC1=C2CC[C@H]3C(=O)N(CC)C(=O)[C@H]3[C@H]2[C@@]2(Cc3ccccc3)C(=O)N(Cc3ccccc3)C(=O)N2C1=O | 0.2 | -1% | -4% | 0.0% | -3% | -7% | i | 9% | 1%
CCCSc1nsc(NC(=O)CCC)n1 | 1.7 | 1% | -2% | 2.8% | ? | -2% | i | 10% | -8%
COc1cccc(S(=O)(=O)NCC(=O)N2CCCC2)c1 | 3.5 | -13% | 0% | -0.4% | -18% | -1% | i | 13% | -5%

Screening results as filed in PubChem BioAssay.
